# HIF-2a inh: blocks HIF-2a reporter activity; inhibition, % at 18.8 µM; AID 624352; hit rate 0.72% among 360,000; 786-0 RCC cells HIF-2a reporter, luciferase luminescence, overnight;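 active = inhibition of the luminescence signal of 40% or more relative to plate controls, in a single-dose primary screen at 18.75 µM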
# NR2E3 ag-1: agonists of human NR2E3 nuclear receptor | AID 602229 | inhibition of corepressor binding, % at 3.98 µM | hit rate 0.35% among 360,000 | CHO-S Gal4-NCOR/VP16-NR2E3 two-hybrid, luciferase;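 active = inhibition above the mean of all tested compounds plus 3 SD, cut at about 70% in these data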;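 also: 0% = DMSO with NR2E3 transfected cells and 100% = cells lacking NR2E3 construct; higher means lower luciferase signal from less NR2E3 corepressor binding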
# Target sequence (Q9Y5X4 whole entry, looked up, the tested form may be a part): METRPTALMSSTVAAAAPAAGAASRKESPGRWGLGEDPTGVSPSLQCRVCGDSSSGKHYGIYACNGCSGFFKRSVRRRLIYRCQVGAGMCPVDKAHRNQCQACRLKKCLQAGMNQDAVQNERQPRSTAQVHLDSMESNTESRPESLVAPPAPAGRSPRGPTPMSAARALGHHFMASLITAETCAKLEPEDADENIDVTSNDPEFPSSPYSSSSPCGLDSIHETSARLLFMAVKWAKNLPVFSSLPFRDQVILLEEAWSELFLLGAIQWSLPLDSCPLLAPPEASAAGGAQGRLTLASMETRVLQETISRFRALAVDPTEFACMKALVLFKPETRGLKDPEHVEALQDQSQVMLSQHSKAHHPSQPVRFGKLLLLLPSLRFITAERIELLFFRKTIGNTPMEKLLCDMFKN
# Peg3 prom inh: Peg3 promoter activity inhibition | HeLa PEG-Prom luciferase reporter, luminescence, overnight | inhibition, % at 20 µM | hit rate 1.7% among 360,000;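 active = inhibition of at least 50% at 20 µM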
# TRPM1 prom inh: reduces MITF-dependent TRPM1 promoter luciferase signal | SK-MEL-5 TRPM1 promoter luciferase, 24 h | inhibition, % at 12.5 µM | hit rate 0.83% among 330,000;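 active = mean inhibition across replicates of 60% or more, whatever share of single replicates reaches that level; inconclusive = some that reach 60%, reason not given; inactive = mean inhibition across replicates below 60%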; also: values of inactives mirror those of a sister screen read the other way
# PDI inh: blocks human protein disulfide isomerase activity; hit rate 0.052% among 350,000; PDI insulin aggregation turbidity, A650, 90 min; inhibition, % at 10 µM; P07237;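 active = mean inhibition across replicates of 30% or more, whatever share of single replicates reach that level; inconclusive = mean inhibition below 30% while every single replicate reaches 30%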;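 also: absorbance from insulin aggregation driven by PDI reduction with DTT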
# Target sequence (P07237 whole entry, looked up): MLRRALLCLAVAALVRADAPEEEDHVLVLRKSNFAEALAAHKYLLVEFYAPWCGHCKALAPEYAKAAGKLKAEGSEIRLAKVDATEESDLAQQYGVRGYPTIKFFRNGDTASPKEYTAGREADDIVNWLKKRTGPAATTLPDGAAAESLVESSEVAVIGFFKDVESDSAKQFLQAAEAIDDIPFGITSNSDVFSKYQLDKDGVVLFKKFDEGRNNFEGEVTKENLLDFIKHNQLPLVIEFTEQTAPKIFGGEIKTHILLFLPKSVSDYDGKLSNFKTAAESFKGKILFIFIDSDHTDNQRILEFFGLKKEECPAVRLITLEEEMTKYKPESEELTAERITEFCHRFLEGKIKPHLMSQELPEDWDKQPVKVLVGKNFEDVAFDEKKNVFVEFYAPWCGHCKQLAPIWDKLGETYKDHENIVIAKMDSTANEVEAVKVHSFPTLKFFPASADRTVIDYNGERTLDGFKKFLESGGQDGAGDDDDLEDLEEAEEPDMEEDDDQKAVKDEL
# NR2E3 ag-2: agonists of human nuclear receptor NR2E3 | GST-NR2E3/biotin-RetCOR TR-FRET, 1536-well | inhibition of corepressor binding, % at 4.78 µM | hit rate 0.12% among 320,000 | AID 2300;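 active = percent inhibition above the cutoff of mean plus 3 SD of all tested compounds, set per screening campaign, cut at about 20% in these data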;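 also: 0% = DMSO wells and 100% = biotin wells as full block of FRET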
#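 Test system – NR2E3–RetCOR corepressor complex · Quantity – NR2E3 fusion 1.35 nM · Buffer or medium – Tris pH 7.5 · Incubation – Compound–protein incubation for 5 h at 4 °C · Technique – TR-FRET, Eu(K)-anti-GST donor, streptavidin-D2 acceptor, ex 340, em 617/671 nm · Evaluation – percent inhibition of 671/617 nm emission ratio versus biotin and DMSO controls · Plate – 1536-well format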
# CaV13 ICDI inh: Disruptors of the CACNA1D IQ motif to Ca2+-dependent inactivation inhibitor domain association, primary screening, Förster resonance energy transfer in intact living … | inhibition, % at 12.3 µM | hit rate 0.098% among 340,000 | HEK cells, CFP/YFP FRET ICDI-IQ, plate reader, 10 min; percent FRET-ratio fall versus neutral wells | AID 743397;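 active = mean replicate inhibition of at least 30% and at least 1% of replicates passing that level; inconclusive = only one of the two criteria is met; inactive = neither criterion is met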;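 also: 0% = median of the neutral control wells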
# iPSC survival up: increases survival of single human iPS cells | hiPSC single-cell survival, ATPlite luminescence; 100% = ROCK inhibitor wells, 0% = DMSO | survival enhancement, % at 20 µM | hit rate 0.044% among 360,000 | AID 602274; in the data active = survival enhancement above about 18%;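 also: cells exposed to compounds for 16 hours before the ATP read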
# aDG glyco act: alpha-DG glycosylation activation | hit rate 0.22% among 360,000 | Pro5-aDG cells, alpha-DG glycosylation AlphaScreen (IIH6); 0% Pro5, 100% B10-LARGE cell signal | activation, % at 10 µM;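 active = activation of at least 8% versus controls, or a plate z-score of at least 8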;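 also: Pro5 are CHO cells carrying HIG-tagged alpha-DG that lacks glycosylation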
# Granule exo inh: lytic granule exocytosis inhibition | hit rate 0.66% among 360,000 | inhibition, % at 10 µM | AID 651702 | TALL-104 LAMP-1 surface exposure, flow cytometry; cells stimulated with thapsigargin and PMA;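 active = inhibition above about 55%, limit read from the data; inconclusive = no clear call, values can overlap the other calls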
# Vif imaging: inhibitors of HIV Vif; HEK293T cells, Vif self-association by quenched fluorescence, imaging, 24 h; inhibition, % at 7.49 µM; hit rate 0.35% among 340,000; AID 602346; in the data active = inhibition above about 50%, passing the limit was not always enough; inconclusive = no clear call, values can overlap the other calls; inactive = below about 31%; also: some results filed as inactive read as strong as hits
# * marks the source's active call; other numbers are inactive results; ? = inconclusive; . = not tested or not shown.
SMILES,HIF-2a inh,NR2E3 ag-1,Peg3 prom inh,TRPM1 prom inh,PDI inh,NR2E3 ag-2,CaV13 ICDI inh,iPSC survival up,aDG glyco act,Granule exo inh,Vif imaging
CC(C)N=C1NN=C(c2ccc(F)cc2)CS1,-124,-144,-103,0,-3,3,-9,-1.1,-0.1,0,0
CN(CCCN1CCOCC1)Cc1nc(-c2ccccc2)no1,5,-24,-7,-2,14,-3,1,-2.0,-0.2,-2,2
CCOc1ccc(CCNC(=O)C2CC(C)=CCC2C(=O)O)cc1OCC (configuration not stated),13,0,16,4,1,-2,-20,0.1,0.1,-3,-6
CSC1=C(C#N)C(C)CC(=O)N1 (configuration not stated),9,-17,5,11,13,0,-4,0.1,0.1,3,5
CC(=O)Nc1ccc(CCCCc2ccccc2)cc1,-201,-59,-128,-4,-12,.,-3,3.5,0.0,12,-4
CCC(C)Sc1nc2c(cnn2-c2ccc(C)cc2)c(=O)[nH]1 (configuration not stated),15,8,-4,8,4,0,-6,-3.1,0.3,-2,-14
CNC(=O)N(O)C1N(/N=C/c2ccccc2F)C(=S)SC1(C)C (configuration not stated),-2,-6,-1,.,-7,2,-13,0.1,0.1,0,-13
COc1cc(C2C(C(C)=O)=C(O)C(=O)N2c2ccc(Br)cn2)ccc1O (configuration not stated),10,-27,-5,-5,-3,2,-4,-0.7,0.0,-2,-5
C#CCOCCOCCOCCNc1nc(N2CCN(C(=O)Cn3cc(CC(C)O)nn3)CC2)nc(N2CCN(C(=O)[C@H]([C@@H](C)CC)n3cc(CCCN=C(N)N)nn3)CC2)n1 (some centres not stated),5,3,-4,9,0,-2,-7,0.4,-0.1,-2,-4
N#Cc1cc([N+](=O)[O-])cnc1Nc1ccccc1,8,-5,1,-5,-1,3,-4,0.8,0.0,11,.
CS(=O)(=O)c1ccc(C(=O)OCC(=O)NC(=O)Cc2ccccc2)cc1,11,-4,10,2,16,-2,-1,-0.3,0.2,-3,-9
C=CCNC(=O)c1nc2ccccc2s1,-172,-54,-116,-16,2,2,-5,-1.4,0.1,-8,?
Cc1cc(N2CCCC2=O)cc(C)c1S(=O)(=O)NCCOc1ccccc1,14,16,18,12,0,0,.,1.9,0.3,0,-3
COc1ccc(C)cc1NC(=O)CN(C)S(=O)(=O)c1ccc2c(c1)c(=O)n(C)c(=O)n2C,11,0,18,1,.,-2,.,0.0,-0.2,2,11
CC[C@]12c3[nH]c4cc(CCC(=O)N(C)C)ccc4c3CCN1C(=O)[C@@H](CC(=O)NC(C)(C)C)C[C@@H]2C(=O)N1CCN(C(=O)C2CC2)CC1,7,-21,-1,-17,-7,.,-6,0.5,-0.2,-3,0
O=C(CSc1nnnn1C1CC1)Nc1cccc(S(=O)(=O)N2CCCC2)c1,2,-1,10,4,-12,4,-4,-0.7,-0.1,2,18
Cc1ccccc1NC(=O)CSc1nc2ncc(Cl)cc2[nH]1,-15,-3,21,3,-2,-5,-7,-0.1,0.5,3,-6
COc1ccccc1NC(=O)c1cc2cc(Br)ccc2cc1O,-53,-28,-40,3,-4,19,-4,1.6,-0.2,-3,-6
COc1ccc(NC(=O)c2cc(-c3ccc(OC)c(OC)c3)on2)cc1OC,-14,4,7,-15,3,0,-5,2.2,0.3,-2,1
CCCCc1cc(=O)oc2cc(OC(C)C(=O)NCCN3CCOCC3)ccc12 (configuration not stated),-8,13,1,.,-13,.,-12,-1.6,-0.2,2,-3
CCSc1nnc(NC(=O)CCn2c(=O)oc3ccccc32)s1,7,7,-7,1,.,3,-10,4.7,-0.4,-1,.
O=C(C1COc2ccccc2O1)N1CCN(c2ccccc2Cl)CC1 (configuration not stated),-43,-13,-22,-15,-2,1,0,2.3,1.0,4,2
COc1ccc(C(=O)NCCCN2CCOCC2)cc1OC,3,-11,6,0,-6,-5,-6,-0.1,0.2,0,9
CC(C)(C)NC(=O)NC(=O)CN1CCN(c2ccc(O)cc2)CC1,7,7,18,12,14,-1,-7,-0.5,0.1,-1,-7
COc1ccc(C2=Nn3c(nnc3-c3ccccc3F)SC2)cc1OCC1CC1,6,-29,53*,18,11,.,-5,2.6,-0.2,3,-7
O=C(c1ccc(-c2cccc([N+](=O)[O-])c2)o1)N1CCN(c2ccc([N+](=O)[O-])cc2)CC1,11,2,22,18,-3,.,-7,-0.4,1.5,-5,-3
O=C(Nc1ccc(C(=O)N2CCOCC2)cc1)Nc1cccc(Cl)c1,-158,-17,-171,-71,-4,1,-4,-1.6,0.1,-1,2
CC(NC(=O)Cc1ccccc1)c1ccccc1 (configuration not stated),17,-26,12,-5,-3,3,-21,-0.2,0.1,5,11
CCCCOC(=O)Nc1cc(OC)c(Cl)cc1OC,-2,-18,11,11,4,-2,-6,2.5,0.1,0,-2
Cc1ccc(NC(=O)CSCC(=O)Nc2cc(Cl)ccc2N2CCOCC2)cc1,7,-12,4,2,2,3,-3,-0.2,0.2,-1,2
CC(C)(C)C1CCSC2=NCCC[C@]2(c2ccccc2)C1 (some centres not stated),6,3,.,.,.,.,-3,-0.5,-0.1,-2,.
O=C(Cn1nc(-c2ccccc2F)ccc1=O)NCc1ccc2c(c1)OCO2,-7,18,-11,3,-1,-1,-3,1.8,-0.2,-1,-4
O=C1NN=C2CCCCCC12 (configuration not stated),7,15,-1,.,3,.,-21,5.0,-0.1,0,.
Cc1cccc(NC(=O)CCCN2C(=O)C(c3ccccc3)Oc3cccnc32)c1C (configuration not stated),21,0,1,8,2,-2,-3,-0.5,0.4,-3,-9
COc1ccc(COC(=O)C2=C(C)NC(=O)NC2c2cc(Br)c(O)c(OC)c2)cc1 (configuration not stated),14,-39,-1,7,3,-1,-3,0.7,-0.2,1,-3
COc1ccc(CNC(=O)c2ccc3c(c2)N(C)C(=O)CS3=O)cc1 (configuration not stated),5,7,4,7,.,4,-2,-3.3,0.0,-2,-2
Cc1ccc(S(=O)(=O)N2CCOCC2)cc1NC(=O)COC(=O)Cc1ccc(Cl)cc1,8,-9,-10,-3,-4,.,-4,0.4,-0.4,-1,29
COc1ccc(Cl)cc1C(=O)Nc1ccc(NC(C)=O)cc1,-23,-30,-11,1,3,0,-3,-0.3,0.6,-1,-2
Cc1nc2ccc(NC(=O)c3ccc(Cl)c(S(=O)(=O)N(C)c4ccccc4)c3)cc2s1,26,2,30,53,-3,2,-3,-0.9,5.3,18,-9
O=C(CC(=O)NCc1cccnc1)NCc1cccnc1,-1,2,17,-3,-4,0,1,0.2,-0.3,0,17
O=C(NCC1CCCO1)c1cc2c(s1)CCCC2 (configuration not stated),-213,-110,-187,-69,7,0,-5,-0.4,0.2,1,-9
CCN1CCN(c2cc(C)c3cc(NC(=S)N4CCC5(CC4)OCCO5)ccc3n2)CC1,0,14,13,12,7,-1,-3,-0.6,-0.2,-3,-4
CCCCOc1ccc(CNC(=O)NS(=O)(=O)c2ccc(OCC)cc2)cc1,-1,-4,14,2,-5,2,-5,5.4,0.2,2,7
Cc1ccnc(NS(=O)(=O)c2ccc(NC(=O)CN3C(=O)c4ccccc4S3(=O)=O)cc2)n1,9,-1,4,5,2,-1,-7,-0.5,-0.4,7,9
O=C(Nc1ccn(CCCNCc2ccc3[nH]ccc3c2)c(=O)n1)OCc1ccccc1,10,-9,-6,4,-5,.,-5,0.4,-0.1,4,.
O=[N+]([O-])c1ccc(Cl)c(C[n+]2cccc3ccccc32)c1,17,-37,-2,17,3,3,-6,-0.4,0.0,3,6
CC(C)C[C@H](NC(=O)OC(C)(C)C)C(=O)N1CCC(C(=O)N[C@@H](Cc2ccccc2)C(=O)O)CC1,-12,17,-2,10,0,-1,.,0.1,-0.2,0,3
O=C(Nc1ccccc1[N+](=O)[O-])c1nc[nH]c1C(=O)NCCO,10,-22,0,8,0,2,-4,-0.9,-0.1,-2,-11
CCOc1ccc(S(=O)(=O)N(CC)CC(=O)NC2CCS(=O)(=O)C2)cc1 (configuration not stated),8,27,-2,1,4,1,-2,-2.2,0.0,0,?
CCn1c(-c2ccc[nH]c2=O)nc2ccccc21,6,8,-5,.,9,-3,-4,0.7,0.0,-5,-12
CSCCC(NC(=O)c1ccccc1)C(=O)N1CCCCCCC1 (configuration not stated),10,-18,2,.,-2,-1,-7,-0.2,-0.1,0,20
COc1cccc(-n2c(C)nn(CCOc3ccccc3)c2=O)c1,-38,-4,-16,-7,3,-2,1,0.3,-0.4,11,-7
O=C(CCN1CCN(c2ccccc2F)CC1)Nc1ccc(F)cc1,16,-16,5,-5,-4,2,-4,0.1,0.1,-6,-2
CCN(CC)CCNc1nc(-c2cccs2)c(CC(=O)O)s1,16,15,-27,16,-1,0,-2,-0.6,0.0,3,28
O=C(CCCn1c(=O)[nH]c2cc(Cl)ccc2c1=O)NC1CCCCCCC1,13,-7,5,2,-19,0,-5,2.5,0.3,0,-23
Nn1c(SCC(=O)NC2CCCCCC2)nnc1-c1ccco1,13,4,3,.,1,.,-2,0.6,0.1,-2,.
COc1ccc(N/C(N)=N/c2nc(C)cc(C)n2)c(OC)c1,0,-12,0,3,3,2,-6,0.2,1.2,-4,-1
COc1ccc(CCN2C(=O)c3ccccc3C2c2nnnn2-c2ccc3c(c2)OCCO3)cc1OC (configuration not stated),-25,6,.,.,.,.,-7,-0.4,0.2,-10,.
CC(C)NS(=O)(=O)c1ccc(NC(=O)C(C)OC(=O)CCCOc2ccccc2)cc1 (configuration not stated),5,13,-13,11,-11,.,-2,-0.5,-0.1,6,-5
CN(C)CCN(C)c1cc2c(c3c1ccn3C)C1CCC2O1 (configuration not stated),3,-1,-12,.,.,.,.,-1.1,0.1,1,.
COc1cc(-c2nnc(SC(C)C(=O)Nc3c(C)n(C)n(-c4ccccc4)c3=O)o2)cc(OC)c1OC (configuration not stated),15,-9,1,6,-3,4,-8,1.1,-0.2,9,13

# Compound profiles, from the list above. Values in the order: HIF-2a inh | NR2E3 ag-1 | Peg3 prom inh | TRPM1 prom inh | PDI inh | NR2E3 ag-2 | CaV13 ICDI inh | iPSC survival up | aDG glyco act | Granule exo inh | Vif imaging
# CC(C)C[C@H](NC(=O)OC(C)(C)C)C(=O)N1CCC(C(=O)N[C@@H](Cc2ccccc2)C(=O)O)CC1 in the list: -12 | 17 | -2 | 10 | 0 | -1 | . | 0.1 | -0.2 | 0 | 3
# O=C(NCC1CCCO1)c1cc2c(s1)CCCC2 (configuration not stated) in the list: -213 | -110 | -187 | -69 | 7 | 0 | -5 | -0.4 | 0.2 | 1 | -9
# CCCCOc1ccc(CNC(=O)NS(=O)(=O)c2ccc(OCC)cc2)cc1 in the list: -1 | -4 | 14 | 2 | -5 | 2 | -5 | 5.4 | 0.2 | 2 | 7

# Screens as filed in PubChem BioAssay.
